Bioassay records deposited in PubChem BioAssay by National Center for Advancing Translational Sciences (NCATS).
PKM2 activator: activators of human pyruvate kinase M2 | P14618 | purified PKM2, Kinase-Glo ATP luminescence, activation; response scale: 0% is enzyme alone, no compound | Potency, µM (top dose mostly 57.5 µM), inactives show top-dose activation, most hits filed as activators | 260,000 compounds, 0.34% hits; further: potency means the concentration at half of the fitted maximal effect; on the % scale 0 is the no-effect control and ±100 the full control effect; nearly all actives have a fitted effect of over 55% in size
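Purified hPK-M2 (>95%) run at intermediate activity with 0.1 mM ADP and 0.5 mM PEP in 50 mM imidazole pH 7.2, KCl, MgCl2; 1 h room temperature. ATP formed read by Kinase-Glo luminescence; normalized to uninhibited and no-enzyme controls.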
Giardia kill: Giardia lamblia killing; activity change, % at 7.66 µM, hits read low; 340,000 compounds, 0.15% hits; Giardia lamblia trophozoite viability; AID 540267; in the data active means activity change below about -80%; inconclusive means between about -30% and that limit;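 further: parasites exposed to compound for two days anaerobically before the ATP read; on the % scale 0 is the no-effect control and ±100 the full control effect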
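Giardia lamblia trophozoites (100 cells/well) were incubated with compounds for 48 h at 37 deg C under anaerobic conditions. Viability was read as ATP content by one-step luminescence after 15-30 min at room temperature.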
CXXC DNA block: inhibitors of human MLL CXXC domain-DNA interaction; Q03164; MLL-CXXC / FITC-HOXA9 DNA fluorescence polarization; 290,000 compounds, 0.037% hits; AID 2662; Potency, µM (series often up to 115 µM), for the others: at the highest dose activity change, negative = inhibition, hits mostly inhibitors; active means well fitted inhibition curve with a large enough effect in the polarisation, with a control signal flat, not every such curve was filed as active; inconclusive means small, poorly fitted or top-dose-only effect, or effect the other way, or a change in a side signal; inactive means no such curve, though single readings can be large or run the other way; the % refers to the polarisation; further: potency means the concentration at half of the fitted maximal effect
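Steps: dispense CXXC domain solution (7 uM) → pin compounds or unlabeled HOX-A9 DNA control → 5 min ambient → add FLSN-HOX-A9 solution (50 nM) → spin → 30 min ambient → fluorescence polarization. Tris pH 7.5/NaCl/DTT/BSA buffer.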
B2AR arrestin: recruits beta-arrestin to the human beta2-adrenergic receptor; P07550; beta-arrestin recruitment to beta2AR, cell-based reporter; Potency, µM (titrated, usually from 46.1 µM), for the others: at the top dose activation, usual class: activators; 330,000 compounds, 0.02% hits; AID 492947;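 further: potency means the concentration at half of the fitted maximal effect; 0% = DMSO controls and full agonism = EC100 isoproterenol or metaproterenol; nearly all actives have a fitted effect of over 65% in size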
KCNH2 WT inh: KCNH2 (human, wildtype) channel inhibition | Q12809 | U2OS, BacMam KCNH2, thallium flux FluxOr; hits give low values | activity change, % at 1.84 µM | 340,000 compounds, 0.37% hits;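 active means maximum activity change below -70%; inconclusive means maximum activity change between -70% and -50%; inactive means maximum activity change above -50%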; further: on the % scale 0 is the no-effect control and ±100 the full control effect
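U2OS cells were transduced with wild-type KCNH2 virus (2.03 x 10^8 / mL) for 4 h at room temperature, then cultured overnight at 37 C. Thallium flux was read with FluxOr dye. Rate constants were normalized to DMSO controls.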
KCNH2 3.1 block: blocks the human KCNH2 3.1 channel isoform. AID 720553. U2OS KCNH2 3.1, thallium flux FluxOr; hits give low values. activity change, % (tested at about 1.8 µM). 340,000 compounds, 0.95% hits;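 active means maximum activity change below -70%; inconclusive means maximum activity change from -70% to -50%; inactive means maximum activity change above -50%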;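 further: thallium influx rate constant from kinetic fluorescence after stimulation buffer; on the % scale 0 is the no-effect control and ±100 the full control effect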
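We transduce U2OS cells with the mutant 3.1 virus, culture them overnight, load FluxOr with Red40 quencher for 45 min, then add stimulation buffer and read kinetically for 2 min to derive a normalized rate constant.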
GALK inh: galactokinase (human) inhibition; Purified GALK, Kinase-Glo residual ATP luminescence; P51570; 270,000 compounds, 0.007% hits; Potency, µM (series often up to 57.5 µM), for the others: at the highest dose activity change, negative = inhibition, hits mostly inhibitors; AID 1868; further: potency means the concentration at half of the fitted maximal effect; on the % scale 0 is the no-effect control and ±100 the full control effect
Target sequence (P51570 whole entry, looked up): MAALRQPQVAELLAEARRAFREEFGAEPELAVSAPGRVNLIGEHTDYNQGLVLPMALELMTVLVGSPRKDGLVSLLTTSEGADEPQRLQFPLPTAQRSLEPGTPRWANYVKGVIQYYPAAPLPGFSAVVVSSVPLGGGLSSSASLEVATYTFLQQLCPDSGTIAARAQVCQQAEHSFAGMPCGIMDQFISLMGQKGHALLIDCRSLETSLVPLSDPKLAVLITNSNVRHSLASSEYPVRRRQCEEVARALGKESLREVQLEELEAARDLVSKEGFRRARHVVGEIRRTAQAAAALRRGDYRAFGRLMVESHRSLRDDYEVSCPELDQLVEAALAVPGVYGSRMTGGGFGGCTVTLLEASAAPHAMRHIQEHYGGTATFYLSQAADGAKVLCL
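The enzyme phosphorylates galactose (100 uM) using ATP (35 uM); inhibition is detected as higher residual ATP, quantified by bioluminescence after 1 h reaction at room temperature, pH 8.0.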
Menin-MLL TR inh: inhibitors of human menin-MLL interaction, mutant MLL peptide. Menin + Texas Red MLL mutant peptide, fluorescence polarization. Potency, µM (top dose mostly 61.6 µM), inactives show top-dose FP activity change, negative = inhibition, usual class: inhibitors. 270,000 compounds, 0.23% hits; active means well fitted inhibition curve with a large enough effect in the polarisation, with a control signal flat, not every such curve was filed as active; inconclusive means small, poorly fitted or top-dose-only effect, or effect the other way, or a change in a side signal; inactive means no such curve, though single readings can be large or run the other way; the % refers to the polarisation; further: potency means the concentration at half of the fitted maximal effect; % of control where 0% means no effect; many of its hits are not listed in these tables
Target sequence (O00255 whole entry, looked up): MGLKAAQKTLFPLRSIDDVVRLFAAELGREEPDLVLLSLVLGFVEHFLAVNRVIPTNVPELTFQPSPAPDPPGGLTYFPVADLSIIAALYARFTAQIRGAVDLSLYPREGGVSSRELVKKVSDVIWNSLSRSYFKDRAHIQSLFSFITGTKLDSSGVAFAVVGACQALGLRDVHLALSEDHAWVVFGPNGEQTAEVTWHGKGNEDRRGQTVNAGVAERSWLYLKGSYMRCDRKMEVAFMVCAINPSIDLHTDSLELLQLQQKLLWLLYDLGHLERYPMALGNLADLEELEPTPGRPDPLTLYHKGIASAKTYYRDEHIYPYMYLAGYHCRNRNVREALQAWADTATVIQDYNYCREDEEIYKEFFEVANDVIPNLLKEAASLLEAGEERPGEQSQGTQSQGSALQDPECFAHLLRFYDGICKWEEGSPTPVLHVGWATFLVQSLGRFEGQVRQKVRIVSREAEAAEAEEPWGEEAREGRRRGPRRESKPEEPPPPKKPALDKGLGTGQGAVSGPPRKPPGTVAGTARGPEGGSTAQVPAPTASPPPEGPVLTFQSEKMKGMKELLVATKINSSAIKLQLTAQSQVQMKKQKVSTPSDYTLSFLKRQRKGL
TRPV1 ag: human TRPV1 agonism. TRPV1-expressing cells, Fluo-8 calcium influx, agonist mode. 320,000 compounds, 0.19% hits. Q8NER1. activation, % at 8.33 µM. AID 540275; in the data active means activation above about 80%; inconclusive means between about 30% and that limit; further: 0% is about no effect
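Fluo-8 calcium influx in TRPV1-expressing cells, kinetic read (ex 480/em 520 nm). Compound added and read 3 min for agonist activity, followed by capsaicin at EC20 final and 2 min further read for enhancement.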
USP2a block: blocks human ubiquitin-specific protease USP2a | 330,000 compounds, 0.01% hits | Potency, µM (titrated, usually from 38.3 µM), inactives show at the highest dose activity change, negative = inhibition, actives largely listed as inhibitors | USP2 core, Ub-CHOP2 coupled fluorogenic reporter, 485/531 | AID 463254;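 further: potency means the concentration at half of the fitted maximal effect; plate controls were DMSO wells for no effect and full inhibition by NEM control for full effect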
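USP2 core (10nM final) preincubated 30min RT with compound in 20mM Tris-HCl pH 8.0, 2mM CaCl2, 2mM beta-mercaptoethanol, 0.05% CHAPS; 25nM Ub-CHOP2 plus 25nM reporter substrate added, fluorescence (Ex485/Em531) read after 60min.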
Coupling enz: inhibits coupling enzyme system, counter-screen for aldolase hits; coupling enzyme system counterscreen, AmpLite Red fluorescence; activity change, negative = inhibition, % at 58.2 µM, hits read low; 290,000 compounds, 0.67% hits; in the data active means activity change below about -30%; further: on the % scale 0 is the no-effect control and ±100 the full control effect
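Counterscreen lacking aldolase: glyceraldehyde-3-phosphate coupling-enzyme reagent preincubated 10 min at RT with compound (at 57.5 uM final), then substrate/coupling system with AmpLite Red added; fluorescence read at 525/598 nm after 20 min RT.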
Active calls of the source: *; [ ] = dose if it differs, or a comment. Unless noted, the call rests on the fitted dose curve; in most records, active means well fitted curve in the direction sought with a large enough effect; inconclusive means small, poorly fitted or top-dose-only effect, or another doubt; inactive means no such curve, though single readings can be large; an effect the other way counts as inactive or inconclusive.

Results for CCOC(=O)C1CCN(C(=O)c2cn(CCOC)c(=O)c3c2c2ccccc2n3C)CC1 ?
PKM2 activator: 0%; Giardia kill: -21; CXXC DNA block: 3%; B2AR arrestin: -0.5%; KCNH2 WT inh: -11; KCNH2 3.1 block: -20; GALK inh: -1%; Menin-MLL TR inh: -14%; TRPV1 ag: -7; USP2a block: 2%; Coupling enz: 2

Results for CC(C)CNS(=O)(=O)c1ccc(CCC(=O)N2CCCC2)cc1 ?
PKM2 activator: 1%; Giardia kill: 4; CXXC DNA block: 1%; B2AR arrestin: -0.6%; KCNH2 WT inh: 3; KCNH2 3.1 block: 11; GALK inh: 1%; Menin-MLL TR inh: -2%; TRPV1 ag: 0; USP2a block: 2%; Coupling enz: -1

Results for O=C1C(=O)N(c2ccc(O)cc2)C(c2ccccc2[N+](=O)[O-])/C1=C(\O)c1ccccc1 (stereo unspecified) ?
PKM2 activator: -2%; Giardia kill: 0; CXXC DNA block: -1%; B2AR arrestin: -0.3%; KCNH2 WT inh: 1; KCNH2 3.1 block: 10; GALK inh: 2%; TRPV1 ag: 8; USP2a block: 5%; Coupling enz: 3

What do the screens show for `Cc1cccc(CSc2nnc(-c3ccco3)n2C)c1`?
PKM2 activator: inconclusive; Giardia kill: 0; CXXC DNA block: 2%; B2AR arrestin: 0.0%; KCNH2 WT inh: 0; KCNH2 3.1 block: 3; GALK inh: 1%; Menin-MLL TR inh: -16%; TRPV1 ag: 7; USP2a block: 4%; Coupling enz: 0

What do the screens show for `Cc1nnc(SCC(=O)Nc2ccc(N3CCOCC3)cc2)n1-c1ccccc1`?
PKM2 activator: 9%; Giardia kill: 7; CXXC DNA block: 21%; B2AR arrestin: -0.4%; KCNH2 WT inh: -1; KCNH2 3.1 block: 3; GALK inh: 0%; Menin-MLL TR inh: -1%; TRPV1 ag: 0; USP2a block: -5%; Coupling enz: -11

Results for Fc1ccccc1CN1CCCCCCC1 ?
PKM2 activator: -2%; Giardia kill: 3; CXXC DNA block: -5%; B2AR arrestin: -0.1%; KCNH2 WT inh: -9; KCNH2 3.1 block: -3; GALK inh: 0%; Menin-MLL TR inh: -11%; TRPV1 ag: -1; USP2a block: 7%; Coupling enz: 0

What do the screens show for `O=C1Nc2ccccc2C(=O)N2[C@H](c3ccc(F)cc3)[C@@H]3C(=O)N(Cc4ccccc4)C(=O)[C@@H]3[C@H]12`?
PKM2 activator: 0%; Giardia kill: -5; CXXC DNA block: -3%; B2AR arrestin: -2.3%; KCNH2 WT inh: 15; KCNH2 3.1 block: -5; Menin-MLL TR inh: 1%; TRPV1 ag: 16; USP2a block: 3%; Coupling enz: 2

What do the screens show for `Cn1c(=O)c2c(nc(SCc3ccccn3)n2C)n(C)c1=O`?
PKM2 activator: 13%; CXXC DNA block: 2%; B2AR arrestin: -1.2%; GALK inh: 0%; Menin-MLL TR inh: -6%; TRPV1 ag: 0; USP2a block: 2%; Coupling enz: -1

What do the screens show for `O=C(COC(=O)CCN1C(=O)C2CC=CCC2C1=O)NCCc1ccccc1` (stereo unspecified)?
PKM2 activator: -2%; Giardia kill: 4; CXXC DNA block: 0%; B2AR arrestin: -1.5%; KCNH2 WT inh: -3; KCNH2 3.1 block: 7; GALK inh: 8%; Menin-MLL TR inh: 4%; TRPV1 ag: -2; USP2a block: 1%; Coupling enz: 3

Results for COC(=O)N/N=C/c1cn(CC(C)COc2ccccc2)c2ccccc12 (stereo unspecified) ?
PKM2 activator: 5%; Giardia kill: 11; CXXC DNA block: 1%; B2AR arrestin: -0.1%; KCNH2 WT inh: 1; KCNH2 3.1 block: 8; GALK inh: 0%; Menin-MLL TR inh: inconclusive; TRPV1 ag: 4; USP2a block: 1%; Coupling enz: -4

Results for CC(CC(=O)N1CCN(c2ccc(C(F)(F)F)cn2)CC1)n1ccnc1 (stereo unspecified) ?
PKM2 activator: 1%; Giardia kill: 0; CXXC DNA block: -2%; B2AR arrestin: -0.2%; KCNH2 WT inh: 23; KCNH2 3.1 block: 32; GALK inh: 0%; Menin-MLL TR inh: -1%; TRPV1 ag: 6; USP2a block: 0%; Coupling enz: 0

Results for Cc1ccc(-n2nnc3c(=O)n(CC(=O)N4CCOCC4)cnc32)cc1 ?
PKM2 activator: 7%; Giardia kill: 15; CXXC DNA block: 2%; B2AR arrestin: -0.3%; KCNH2 WT inh: -7; KCNH2 3.1 block: 14; GALK inh: 0%; Menin-MLL TR inh: 2%; TRPV1 ag: -5; USP2a block: 1%; Coupling enz: 5

How did Cc1coc2c1c(C)cc1oc(=O)c(CC(=O)NCCC(=O)O)c(C)c12 do in these assays?
Giardia kill: -2; CXXC DNA block: -28%; B2AR arrestin: -0.4%; KCNH2 WT inh: -10; KCNH2 3.1 block: -4; GALK inh: 10%; Menin-MLL TR inh: -3%; TRPV1 ag: -2; USP2a block: 2%; Coupling enz: 8

How did CN1CC(=O)NC1=NC(=O)c1ccc(Cl)c(S(=O)(=O)N2CCCCCC2)c1 do in these assays?
PKM2 activator: -4%; Giardia kill: 2; CXXC DNA block: -20%; B2AR arrestin: -0.9%; KCNH2 WT inh: 6; KCNH2 3.1 block: 4; GALK inh: 1%; Menin-MLL TR inh: 36%[activator]; TRPV1 ag: 20; USP2a block: 3%; Coupling enz: 2

What do the screens show for `Cc1ccc(S(=O)Cc2ccc(C(=O)N3CCN(C(=O)c4ccco4)CC3)o2)cc1` (stereo unspecified)?
Giardia kill: 24; CXXC DNA block: 1%; B2AR arrestin: 0.0%; KCNH2 WT inh: -1; KCNH2 3.1 block: 13; GALK inh: -1%; TRPV1 ag: 2; USP2a block: 4%

Results for CCOC(=O)C1=C(c2ccccc2)OC(N)=C(C#N)C1c1ccco1 (stereo unspecified) ?
PKM2 activator: 1%; Giardia kill: 10; CXXC DNA block: -8%; B2AR arrestin: -0.3%; KCNH2 WT inh: -4; KCNH2 3.1 block: 9; GALK inh: 5%; Menin-MLL TR inh: 7%; TRPV1 ag: 15; USP2a block: 0%; Coupling enz: 1

Results for CNS(=O)(=O)c1cc2c3c(cccc3c1)C(=O)NC2=O ?
PKM2 activator: 13µM*; Giardia kill: 1; CXXC DNA block: 38%[activator]; B2AR arrestin: 0.2%; KCNH2 WT inh: 0; KCNH2 3.1 block: 11; GALK inh: -1%; Menin-MLL TR inh: inconclusive; TRPV1 ag: 3; USP2a block: 1%; Coupling enz: 4

Results for Cn1c(SCC(=O)Nc2ccc3[nH]c(=O)[nH]c3c2)nnc1-c1ccc(F)cc1 ?
PKM2 activator: 3%; Giardia kill: -23; CXXC DNA block: 5%; B2AR arrestin: 0.8%; KCNH2 WT inh: 0; KCNH2 3.1 block: -8; GALK inh: 0%; TRPV1 ag: 2; USP2a block: 5%; Coupling enz: 1

How did CCOC(=O)C1CCN(C(=O)Cc2ccc(C)cc2)CC1 do in these assays?
PKM2 activator: 5%; Giardia kill: 0; CXXC DNA block: 2%; B2AR arrestin: -1.1%; KCNH2 WT inh: 6; KCNH2 3.1 block: -2; GALK inh: 1%; Menin-MLL TR inh: 2%; TRPV1 ag: -2; USP2a block: 5%; Coupling enz: 5

Results for CC(C)CN(C(=O)COC(=O)CN1C(=O)c2ccccc2C1=O)c1c(N)n(Cc2ccccc2)c(=O)[nH]c1=O ?
Giardia kill: 12; B2AR arrestin: -0.2%; KCNH2 WT inh: -6; KCNH2 3.1 block: -18; TRPV1 ag: -2; USP2a block: 1%

How did CCNC(=O)COc1ccc(/C=C2\COc3ccccc3C2=O)cc1OC do in these assays?
PKM2 activator: -5%; Giardia kill: 33[activator]; CXXC DNA block: -22%; B2AR arrestin: -0.4%; KCNH2 WT inh: 7; KCNH2 3.1 block: 8; GALK inh: 3%; Menin-MLL TR inh: inconclusive; TRPV1 ag: -2; USP2a block: 1%; Coupling enz: 0

How did CCC(C)NC(=O)C1CCN(c2nc(OC)nc(OC)n2)CC1 (stereo unspecified) do in these assays?
PKM2 activator: -3%; Giardia kill: -3; CXXC DNA block: -6%; B2AR arrestin: 2.4%; KCNH2 WT inh: -11; KCNH2 3.1 block: 9; GALK inh: 2%; Menin-MLL TR inh: -1%; TRPV1 ag: 1; USP2a block: -1%; Coupling enz: 9

Only part of the results is shown, so the mix of outcomes need not match the whole.
